# Assay outcomes from PubChem.
# West Nile virus CPE = inhibition of WNV-induced cytopathic effect – cell-based, CPE readout (AID 1621); West Nile virus-infected cells, CPE inhibition; higher % means a stronger effect; CPE inhibition, % at 10 µM, or IC50 in µM where a hit was titrated; actives 0.02% (n = 290,000); in the data active means a potency from the dose series; inconclusive means CPE inhibition mostly from about 3.7% at the one dose, without a potency; inactive means the rest, 99 in 100 with CPE inhibition below about 2.2%; further: strong numbers were not always called active
# RSV antiviral HEp-2 = inhibition of RSV-induced cytopathic effect – HEp-2 cells, primary 10 µM value included (AID 2391); actives 0.13% (n = 310,000); HEp-2 cells, RSV-induced CPE inhibition; higher % means a stronger effect; one-dose CPE inhibition, % at 10 µM; IC50 in µM for titrated hits; in the data active means a potency from the dose series; inconclusive means CPE inhibition mostly from about 23% at the one dose, without a potency; inactive means the rest, 99 in 100 with CPE inhibition below about 21%; further: strong numbers were not always called active
# NS5 inhibitors = Dengue-2 NS5 methyltransferase inhibitors, primary screen, biochemical, confirmation dose response (AID 588689); Dengue-2 NS5 methyltransferase capping enzyme assay, biochemical; higher % means a stronger effect; one-dose inhibition, % at 25 µM; IC50 in µM for titrated hits; actives 0.3% (n = 340,000); in the data active means a potency from the dose series; inconclusive means inhibition above about 29% without an active follow-up result
# PhoP inhibition = inhibitors of PhoP regulon expression, primary screen, Salmonella Typhimurium, GFP reporter (AID 1863). S. Typhimurium PhoP-regulated promoter GFP reporter, 4 h; higher % means a stronger effect. inhibition, % at 50 µM, or IC50 in µM where a hit was titrated. actives 0.16% (n = 300,000);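 active means inhibition over 29.93%, a cutoff 3 SD above the screen mean, later confirmed by dose response; inconclusive means inhibition over 29.93% but no dose response follow-up; inactive means inhibition at most 29.93% or unconfirmed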;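 further: 0% = low Mg2+ inducing control and 100% = high Mg2+ repressing control; strong numbers were not always called active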
# SV40 large T antigen = TAg ATPase/helicase activity blockers – biochemical (AID 1903) | SV40 large T antigen ATPase/helicase inhibition assay; higher % means a stronger effect | one-dose inhibition, % at 20 µM; IC50 in µM for titrated hits | actives 0.39% (n = 310,000); in the data active means a potency from the dose series; inconclusive means inhibition mostly from about 32% at the one dose, without a potency; inactive means the rest, 99 in 100 with inhibition below about 32%; further: strong numbers were not always called active
# MgcRacGAP inhibition = MgcRacGAP GTPase-activating activity inhibitors, confirmation, biochemical, ADP Hunter fluorescence | one-dose inhibition, % at 30 µM; IC50 in µM for titrated hits | actives 0.6% (n = 340,000) | MgcRacGAP-stimulated Rac1 GTP hydrolysis, ADP Hunter fluorescence; higher % means a stronger effect; GST-tagged Rac1 F28L mutant substrate;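 active means first-screen hits whose inhibition reached a set limit at any dose in the follow-up dose series; inconclusive means inhibition above the set first-screen limit but never retested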;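 further: fluorescence reports GDP produced by GAP-driven GTP hydrolysis; strong numbers were not always called active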
# ER stress rescue = protection against thapsigargin-triggered cell killing – 384-well, CSM14.1, ATP luminescence, primary screen (AID 1222). CSM14.1 thapsigargin-induced death rescue, ATP luminescence; higher % means a stronger effect. one-dose cellular ATP content (survival), % at 20 µM; EC50 in µM for titrated hits. 190,000 tested, under 10 active;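 active means EC50 below 50 µM in the dose-response confirmation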;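 further: death triggered by thapsigargin at about 15 µM added after 2 h compound pretreatment; cell ATP read after overnight thapsigargin exposure of roughly 18 to 22 hours; normalized against plate controls of thapsigargin alone and 5% DMSO vehicle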
# LYP inhibition = PTPN22 lymphoid phosphatase activity blockers – biochemical, fluorescence intensity, uHTS (AID 1779); inhibition, % at 11.5 µM; hits with a dose series show IC50 in µM; recombinant LYP phosphatase, fluorescence intensity; higher % means a stronger effect; actives 0.054% (n = 290,000); in the data active means inhibition above about 50%;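 further: plate controls were vehicle with enzyme for no effect and no enzyme for full effect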
# GPR35 arrestin U2OS = GPR35 antagonists blocking zaprinast-driven arrestin recruitment, primary screen, imaging, U2OS, beta-arrestin-GFP, zaprinast agonist (AID 2058); U2OS GPR35 beta-arrestin-GFP translocation imaging, zaprinast antagonism; higher % means a stronger effect; inhibition, % at 10 µM; hits with a dose series show IC50 in µM; actives 0.052% (n = 290,000);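 active means inhibition of at least 50% with at least 30 cells and total cytoplasm GFP at most 10,000,000; inconclusive means under 30 cells or total GFP of 10,000,000 plus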
# NS5 inhibitors pilot replicate = also measured in NS5 inhibitors; calls as there; inhibition, %; measured here: pilot screen replicate inhibition
# Starred values were filed as active, the others as inactive; u = inconclusive; x = not tested or not shown.
SMILES,West Nile virus CPE,RSV antiviral HEp-2,NS5 inhibitors,PhoP inhibition,SV40 large T antigen,MgcRacGAP inhibition,ER stress rescue,LYP inhibition,GPR35 arrestin U2OS,others
CCOC(=O)C1=C(CN2CCN(CCC#N)CC2)NC(=O)NC1c1ccc2c(c1)OCO2 (stereo not drawn),-0.6%,-0.1%,-1%,-6%,7%,-8%,1.6%,-8%,-4%,
COc1ccc(OCCCC(=O)Nc2cccc([N+](=O)[O-])c2)cc1,-1.0%,6.0%,-1%,7%,11%,6%,1.0%,-1%,9%,
O=C(NC(=S)Nc1ccccc1N1CCOCC1)c1sc2ccccc2c1Cl,-1.0%,3.2%,-7%,-4%,23%,7%,-2.5%,0%,2%,
CC(C)Oc1ccc(C(=O)NC(C)(C)CO)cc1,-0.1%,2.3%,0%,1%,7%,5%,-4.3%,-2%,4%,
Cc1cc(C)cc(NC(=O)Nc2c(Br)cnn2C)c1,-0.8%,1.9%,-5%,-2%,10%,-3%,x,-8%,-4%,
CCC1(C)Cc2c(sc3[nH]c(=S)n(Cc4ccccc4)c(=O)c23)CO1 (stereo not drawn),-0.6%,-2.7%,1%,-18%,11%,25%,-1.0%,0%,12%,
CCOC(=O)N/N=C/c1ccc(N2CCOCC2)s1,-0.6%,20%,1%,7%,u,53µM*,-3.0%,-5%,-1%,
Cc1ccc(-c2nn(CCC(=O)O)cc2CCC(=O)O)cc1,0.1%,-0.1%,-3%,5%,11%,5%,5.8%,-8%,4%,
COc1ccc2[nH]c3c(=S)nc[nH]c3c2c1,0.4%,42%,-7%,11%,8%,17%,-0.6%,-6%,17%,
CCOC(=O)c1c(C)nc2sc3c(c2c1-c1ccc(OC)cc1)NC(c1ccc(OC)cc1)NC3=O (stereo not drawn),0.0%,1.4%,0%,21%,9%,11%,-0.8%,6%,-9%,
O=C(Nc1ccccc1Oc1cccnc1)C1CCCN(C/C=C/c2ccccc2)C1 (stereo not drawn),-1.2%,0.0%,-4%,3%,3%,5%,x,-6%,-6%,
CC(C)(C)c1ccc(C(=O)NN=C2CCCC2)cc1,0.0%,2.4%,0%,3%,-1%,10%,x,-14%,11%,
COC(=O)c1ccc(NC(=O)CN2C(=O)CSC2=O)cc1,0.2%,1.1%,-2%,-14%,0%,-2%,-2.8%,-2%,-4%,
Cc1ccccc1NC(=O)c1ccc(S(=O)(=O)N(C)C)cc1,0.2%,1.0%,-9%,6%,6%,1%,2.6%,-1%,2%,
Cc1nc(CCN2C(=O)c3ccccc3C2=O)n[nH]1,-0.2%,2.6%,-4%,11%,10%,7%,-2.6%,-1%,-2%,
CCS(=O)(=O)N1Cc2ccccc2CC1C(=O)NCC12CC3CC(CC(C3)C1)C2 (stereo not drawn),-0.2%,-2.1%,-6%,-2%,8%,11%,0.5%,-6%,4%,
Cc1ccc2nc(SCC(=O)c3ccc4c(c3)NC(=O)CO4)[nH]c2c1,-0.5%,3.3%,-7%,-5%,9%,7%,-2.1%,-7%,28%,
COc1cc(OC)c(OC)cc1CN1CCN(Cc2ccc(SC)cc2)CC1,-0.9%,-1.3%,-12%,1%,13%,67µM*,-0.7%,-6%,-4%,
O=C1c2ccccc2NC(c2cccc(F)c2)N1Cc1ccco1 (stereo not drawn),-0.5%,21%,-5%,0%,11%,2%,-2.1%,-9%,-2%,
O=c1oc(-c2cccs2)nc2sc3c(c12)CCCCC3,-0.6%,2.8%,-3%,x,x,-1%,-2.6%,-3%,18%,
CCc1ccc(NC(=O)CSc2nnc(SCC(=O)Nc3ccc(CC)cc3)n2N)cc1,0.0%,5.6%,-1%,10%,-1%,13%,-3.5%,7%,-7%,
Cc1ccc(C(=O)N2CC(C)OC(C)C2)cc1[N+](=O)[O-] (stereo not drawn),-0.4%,-1.6%,1%,2%,-1%,3%,-0.1%,-2%,-7%,
CCC1Oc2ccc(C)cc2N(Cc2cccc(C)c2)C1=O (stereo not drawn),0.1%,-0.8%,0%,10%,-5%,5%,-1.3%,-5%,3%,
CC(=O)C1=C(O)C(=O)OC1c1ccc(C)cc1 (stereo not drawn),1.0%,0.8%,-9%,0%,6%,2%,0.2%,-7%,5%,
COCCn1c(SCC(=O)Nc2cc(Cl)ccc2OC)nc2c(c1=O)SC(C)C2 (stereo not drawn),-0.3%,5.4%,1%,-8%,11%,9%,0.5%,0%,4%,
O=[N+]([O-])c1ccc(C[n+]2cc(-c3ccc(Cl)c(Cl)c3)n3c2CCCCC3)cc1,-0.4%,x,8%,-14%,-1%,7%,x,-6%,4%,
Cc1nn2c(-c3cccnc3)ccnc2c1-c1ccccc1,0.1%,59%,-30%,3%,19%,6%,5.9%,-6%,-18%,
COC(/C=C/Nc1ccc(C)c(C)c1)=C(C#N)C#N,0.8%,0.3%,3%,6%,-3%,5%,0.2%,-6%,12%,
CCOC(=O)c1cnc(SCc2cccc(C)c2)nc1N,-0.1%,41%,-7%,2%,9%,8%,1.3%,-7%,-11%,
NNC(=S)Nc1ccccc1Cl,-1.3%,0.9%,-10%,4%,9%,-5%,0.0%,-5%,-15%,

# Four entries picked at random from the list so far:
SMILES,West Nile virus CPE,RSV antiviral HEp-2,NS5 inhibitors,PhoP inhibition,SV40 large T antigen,MgcRacGAP inhibition,ER stress rescue,LYP inhibition,GPR35 arrestin U2OS,others
CCc1ccc(NC(=O)CSc2nnc(SCC(=O)Nc3ccc(CC)cc3)n2N)cc1,0.0%,5.6%,-1%,10%,-1%,13%,-3.5%,7%,-7%,
O=c1oc(-c2cccs2)nc2sc3c(c12)CCCCC3,-0.6%,2.8%,-3%,x,x,-1%,-2.6%,-3%,18%,
COc1cc(OC)c(OC)cc1CN1CCN(Cc2ccc(SC)cc2)CC1,-0.9%,-1.3%,-12%,1%,13%,67µM*,-0.7%,-6%,-4%,
COCCn1c(SCC(=O)Nc2cc(Cl)ccc2OC)nc2c(c1=O)SC(C)C2 (stereo not drawn),-0.3%,5.4%,1%,-8%,11%,9%,0.5%,0%,4%,

# A portion from further up, as a working copy:
SMILES,West Nile virus CPE,RSV antiviral HEp-2,NS5 inhibitors,PhoP inhibition,SV40 large T antigen,MgcRacGAP inhibition,ER stress rescue,LYP inhibition,GPR35 arrestin U2OS,others
COCCn1c(SCC(=O)Nc2cc(Cl)ccc2OC)nc2c(c1=O)SC(C)C2 (stereo not drawn),-0.3%,5.4%,1%,-8%,11%,9%,0.5%,0%,4%,
O=[N+]([O-])c1ccc(C[n+]2cc(-c3ccc(Cl)c(Cl)c3)n3c2CCCCC3)cc1,-0.4%,x,8%,-14%,-1%,7%,x,-6%,4%,
Cc1nn2c(-c3cccnc3)ccnc2c1-c1ccccc1,0.1%,59%,-30%,3%,19%,6%,5.9%,-6%,-18%,

# (list continues)
SMILES,West Nile virus CPE,RSV antiviral HEp-2,NS5 inhibitors,PhoP inhibition,SV40 large T antigen,MgcRacGAP inhibition,ER stress rescue,LYP inhibition,GPR35 arrestin U2OS,others
COc1ccc(NC(=S)N2CCCC(c3nc4ccc(C)cc4[nH]3)C2)c(OC)c1 (stereo not drawn),-1.5%,-0.1%,-5%,3%,-7%,5%,-1.6%,0%,-4%,
O=C1CCCN1CCCNc1nc2c(S(=O)(=O)c3ccccc3)nnn2c2ccc(Cl)cc12,0.3%,22%,-7%,-3%,13%,7%,x,-5%,0%,
COc1ccc(NC(=O)CCC(=O)Nc2ccc3nc(N4CCOCC4)cc(C)c3c2)c(OC)c1,0.0%,0.6%,-2%,5%,1%,6%,x,-4%,-3%,
N#Cc1ccc(OCc2ccc(C(=O)O)o2)cc1,-0.2%,-0.2%,7%,x,4%,5%,x,-8%,-3%,
Cc1ccc(S(=O)(=O)CCC(=O)Nc2ccccc2Br)cc1,-0.4%,4.5%,-9%,3%,21%,4%,x,-6%,0%,
Cc1ccc(OCC(=O)N2CCc3ccccc3C2)cc1,-0.9%,0.5%,-3%,4%,-4%,13%,x,-7%,9%,NS5 inhibitors pilot replicate=4.9
CCOC(=O)C1CCN(S(=O)(=O)Cc2ccccc2)CC1,-0.1%,0.9%,-4%,2%,8%,0%,-1.1%,-3%,14%,
Cc1cc(C)c2c(c1)C(=O)/C(=C/c1ccc(C(=O)O)cc1)CC2,0.0%,15%,9%,-6%,18%,8%,x,-5%,9%,
Cc1cc(C)nc(SCC(=O)NC2CCCCC2C)n1 (stereo not drawn),x,-1.0%,-6%,3%,-1%,-8%,x,x,x,
Cc1ccccc1NC(=O)c1ccc(C)c(S(=O)(=O)Nc2ccccn2)c1,x,1.0%,-4%,-4%,0%,9%,-1.5%,-1%,2%,
Cc1cccc(NC(=O)c2ccccc2OCC(=O)c2ccccc2)c1,0.1%,0.5%,-5%,-5%,-3%,7%,-1.5%,10%,-5%,
CC(C)c1ccc(NC(=O)CSc2n[nH]c(=O)n2C2CC2)cc1,-0.3%,19%,-1%,1%,-7%,6%,x,-5%,6%,
O=c1cc(CO)occ1OCc1ccccc1,0.1%,1.6%,1%,3%,15%,6%,2.0%,-8%,-1%,
O=C(CSc1nc2ncc(Br)cc2[nH]1)c1cccc([N+](=O)[O-])c1,-0.8%,10%,-4%,8%,11%,-7%,-1.9%,1%,-10%,
COCCCNC(=O)CN(c1ccc(F)cc1)S(=O)(=O)c1ccc2c(c1)OCCO2,-0.8%,2.1%,-5%,-6%,14%,6%,x,0%,2%,
O=S(=O)(NCc1ccc(Cl)cc1)c1cnc[nH]1,0.5%,-0.2%,-2%,9%,9%,3%,x,-2%,17%,
CCC(=NCCc1ccc(OC)c(OC)c1)c1ccccc1O,-0.1%,0.9%,-7%,1%,13%,-2%,x,-8%,-5%,
Cc1c(/C=N/NC(=O)c2cccnc2)c2ccccc2n1Cc1ccccc1,-0.6%,0.8%,x,-10%,23%,x,-1.9%,6%,-22%,
COc1ccc(N(CC(=O)Nc2c(C)n(C)n(-c3ccccc3)c2=O)S(=O)(=O)c2ccc(C)cc2)cc1,-0.2%,0.2%,10%,x,x,10%,2.7%,-2%,-15%,
COc1ccc(C(=O)N2CCN(Cc3ccccc3)CC2)cc1[N+](=O)[O-],-1.6%,14%,4%,-4%,7%,5%,x,-7%,5%,
COc1ccc(C(=O)c2ccc(N(C)C)cc2)c(OC)c1,1.2%,3.7%,4%,9%,14%,4%,-2.6%,-2%,-1%,
O=c1[nH]cc(NCCc2ccccc2)c(=O)[nH]1,0.1%,1.9%,-3%,7%,10%,3%,0.0%,-2%,3%,
Cn1nc(-c2ccccc2)c2cc(C(=O)O)sc21,x,-1.5%,-1%,-8%,2%,-6%,x,-2%,13%,
COc1ccc(-c2c(C)nc3c(-c4ccccn4)cnn3c2N)cc1,0.4%,0.6%,-1%,7%,3%,8%,x,-8%,1%,
